Compound activity as filed in PubChem.
E-sel inducer: induces E-selectin expression in human endothelial cells; AID 686992; actives 0.37% (n = 260,000); activation, % at 7.58 µM; P16581; HUVEC E-selectin immunofluorescence imaging; normalized: neutral wells 0, TNF-alpha wells 100;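 active = mean E-selectin-positive cell signal at least 10% of the positive control, reached in at least 60% of replicates, without over 20% cell loss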;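 also: in these data hits start at about 27%; measured in HUVEC primary endothelial cells; signal is the percent of cells scored E-selectin positive by PE staining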
Target sequence (P16581 whole entry, looked up): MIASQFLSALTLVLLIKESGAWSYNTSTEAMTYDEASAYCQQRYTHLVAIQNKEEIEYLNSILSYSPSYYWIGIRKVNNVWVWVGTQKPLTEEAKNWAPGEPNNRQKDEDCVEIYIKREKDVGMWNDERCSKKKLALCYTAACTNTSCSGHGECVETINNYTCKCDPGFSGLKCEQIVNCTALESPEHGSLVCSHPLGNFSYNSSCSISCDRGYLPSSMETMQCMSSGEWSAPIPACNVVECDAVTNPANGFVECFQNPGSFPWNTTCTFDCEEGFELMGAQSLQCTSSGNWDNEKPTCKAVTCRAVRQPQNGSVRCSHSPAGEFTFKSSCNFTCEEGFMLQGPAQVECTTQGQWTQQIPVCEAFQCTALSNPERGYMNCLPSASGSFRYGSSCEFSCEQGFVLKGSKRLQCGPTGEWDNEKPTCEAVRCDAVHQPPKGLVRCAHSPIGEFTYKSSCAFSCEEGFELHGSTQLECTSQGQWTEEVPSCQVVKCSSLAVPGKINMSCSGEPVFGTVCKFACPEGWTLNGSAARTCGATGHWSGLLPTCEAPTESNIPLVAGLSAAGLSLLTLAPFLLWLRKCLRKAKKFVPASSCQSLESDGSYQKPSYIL
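Test system – human umbilical vein endothelial cells (HUVEC), E-selectin induction · Input – 3,000 HUVEC seeded per well · Buffer or medium – EGM-2, gelatin · Compound dosing – single-point compound dose · Detection – immunofluorescence imaging · Measure – percent E-selectin-positive cells · Controls – TNF-alpha high, DMSO low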
FN deposit inh: fibronectin deposition inhibition. AH1F fibroblasts, Alexa488-fibronectin deposition fluorescence, overnight. inhibition, % at 12.6 µM. actives 0.086% (n = 350,000);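 active = mean inhibition across replicates of 30% or more, regardless of how many single replicates reach that level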;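 also: positive control wells lacked labelled fibronectin entirely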
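Material: AH1F fibroblast monolayer depositing Alexa488-labelled fibronectin into matrix | Input: 10000 AH1F cells/well | Medium: DMEM plus 2% serum, read in PBS | Reagent: Alexa488-fibronectin, 24 nM final in well | Compound dosing: One dose per compound, pinned | Schedule: 1 h adhesion, overnight exposure | Measured by: Fluorescence at 485 nm excitation, 525 nm emission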
RAD52 anneal inh: inhibitors of human RAD52 DNA annealing. P43351. recombinant RAD52 DNA annealing, FRET fluorescence. inhibition, % at 18.7 µM. actives 0.46% (n = 360,000). AID 651710;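 active = every replicate showing at least 50% inhibition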
RAD54 branch: blocks human RAD54 Holliday junction branch migration. Q92698. FAM/BHQ fluorescence. inhibition, % at 10.4 µM. actives 0.14% (n = 360,000). AID 602329;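 active = mean normalized replicate activity at least 40 and at least half of replicates scoring 40 or more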;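 also: 0% = median of neutral control wells and 100% = median of positive control wells; inhibitors cause a drop in the FAM fluorescence signal; in these data hits start at about 50%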
S100A4 inh HTS: S100A4-myosin IIA interaction inhibition. inhibition, % at 10.7 µM. S100A4/TAMRA-MyoIIA peptide fluorescence polarization. actives 0.14% (n = 360,000). P26447;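 active = mean inhibition of at least 70% across replicates, with every replicate also reaching that level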
Target sequence (P26447 whole entry, looked up): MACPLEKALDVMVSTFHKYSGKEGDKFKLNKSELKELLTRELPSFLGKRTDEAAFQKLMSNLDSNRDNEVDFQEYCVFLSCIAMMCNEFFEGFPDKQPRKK
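Material: S100A4 monomer protein | Medium: HEPES pH 7.2 with CaCl2, KCl, NaCl, DTT, Triton | Reagent: Labelled myosin peptide probe, 5 nM | Doses: One dose per compound | Times: 5 min incubation before reading | Benchmarks: Neutral control DMSO, positive control TFP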
EWS-Fli inh: blocks EWS/Fli oncoprotein-driven transcription. A673 NR0B1-luciferase reporter, viability-normalised. inhibition, % at 12.6 µM. actives 0.67% (n = 350,000). AID 651661;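 active = mean inhibition of at least 50% after viability correction, with every replicate also passing that limit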;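 also: firefly luciferase signal divided by Alamar Blue viability fluorescence both relative to DMSO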
esBAF inh: inhibitors of esBAF chromatin remodeling in mouse ES cells; Bmi1-luciferase knock-in reporter, 24 h; 100% = twice the neutral-well signal; AID 602393; actives 2% (n = 350,000); reporter increase, % at 12.5 µM; in the data active = activation above about 40%;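 also: 0% = median of the plate's neutral control wells and 100% = double that signal; a rise in the Bmi1 reporter signal indicates esBAF inhibition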
XiGFP reactiv: reactivates the inactive X chromosome in mouse fibroblasts. activation, % at 7.58 µM. XiGFP mouse fibroblasts, % GFP-positive cells imaging, 3 d; cells co-treated with 5-aza-dC sensitizer; scaled so ellipticine positive control = 100%. actives 0.055% (n = 360,000);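 active = mean normalized replicate activation at least 10% and every replicate at or above 10%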;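 also: 0% = median of on-plate neutral control wells and 100% = ellipticine 6 µM median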
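System: SV40-immortalized XiGFP fibroblast cells, line 68-5-11 / Incubation: 3-day compound exposure, then 15 min fixation at room temperature / Compound: single concentration per compound, delivered by pin transfer / Buffer or medium: DMEM plus 5-aza-dC sensitizer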
The depositor's hits bear a star; / = no result given.

SMILES	E-sel inducer	FN deposit inh	RAD52 anneal inh	RAD54 branch	S100A4 inh HTS	EWS-Fli inh	esBAF inh	XiGFP reactiv
CN1C(=O)c2cc(NC(=O)c3ccc(F)c(F)c3)ccc2OC[C@@H]2O[C@H](CC(=O)N3CCCCC3)CC[C@H]21	-0.2	-8	0	-2	-6	5	-6	0.0
Cc1c(Cl)cccc1NC(=S)NN	/	/	-1	/	0	0	/	-1.2
Cc1ccc(-c2ccc([C@@H]3[C@H]4CN(C(=O)c5ccncc5)CC(=O)N4[C@H]3CO)cc2)cc1	0.1	/	4	/	3	0	/	0.2
C[C@H]1CN([C@@H](C)CO)C(=O)Cc2cc(NC(=O)Nc3cccc4ccccc34)ccc2O[C@@H]1CN(C)Cc1ccc2c(c1)OCO2	/	/	27	11	1	2	1	-0.1
Cn1c(=O)[nH]c(=O)c2c1nc(Br)n2C/C=N/Nc1ccccc1	6.4	-2	-9	-6	-2	24	-7	0.0
CCOP(=O)(c1ccc(N(C)C)cc1)C(O)c1ccc(OC)cc1 (configuration not stated)	-0.3	2	-2	/	3	8	/	0.0
N#Cc1ccc(-c2ccc([C@@H]3[C@H]4CN(C(=O)C5CCC5)CC(=O)N4[C@H]3CO)cc2)cc1	0.2	2	-20	/	10	12	/	0.0
O=C(Cn1ccc(=O)[nH]c1=O)Nc1ccc(C(=O)O)c(O)c1	/	/	-5	-1	-3	6	0	0.3
CCOC(=O)CCCCC(=O)c1[nH]c(=O)[nH]c1C[n+]1ccc(C)cc1	-0.7	-8	-1	-3	-1	1	-3	-0.1
CO[C@@H]1CN(C)C(=O)c2ccc(NC(=O)C3CCOCC3)cc2OC[C@H](C)NC[C@H]1C	0.0	-15	-1	-1	1	-1	-8	0.0
C/C(=N/Nc1cc(-c2ccccc2)nc(-c2ccccc2)n1)c1ccc(O)cc1	/	-1	/	-2	/	/	6	0.0
C/C(CC(=O)Nc1cccnc1)=N\NC(=O)c1ccc([N+](=O)[O-])c(Cl)c1	/	-6	-7	/	-4	8	/	0.0
COc1ccc(NC(C)=O)cc1S(=O)(=O)NC(Cc1ccccc1)C(=O)NCc1ccccc1C (configuration not stated)	2.1	1	-1	0	-6	-15	18	0.1
CN(C(=O)c1ccc(S(=O)(=O)N2CCCCC2)cc1)C1CCS(=O)(=O)C1 (configuration not stated)	/	1	3	-5	2	-1	-8	0.3
Cc1noc(C)c1S(=O)(=O)N(C)C[C@@H]1OCCCC[C@@H](C)Oc2ccc(NS(=O)(=O)c3ccc(Cl)cc3)cc2C(=O)N([C@H](C)CO)C[C@@H]1C	-0.6	/	-1	2	-59	1	2	0.2
COc1ccc(-c2nc3ncccn3c2Br)cc1	2.5	-6	-4	/	0	-81	/	-0.2
COc1cccc(NC(=O)c2cnc[nH]2)c1	0.0	11	4	-9	2	-40	6	0.0
C[C@H](CO)N1C[C@H](C)[C@@H](CN(C)C(=O)c2ccc3c(c2)OCO3)Oc2cc(C#Cc3ccccc3F)ccc2S1(=O)=O	0.0	/	-3	-4	6	25	9	-0.9
O=C(COc1ccccc1)NCC(=O)N1CCCC(C(F)(F)F)C1 (configuration not stated)	-0.6	-1	0	-6	-6	-9	14	0.1
CC=Cc1ccc2n(c1=O)C[C@@H]1[C@@H](CO)[C@H](C(=O)NCCc3ccccc3)N(CCC)[C@H]21 (mixture of isomers)	-0.3	/	-22	-15	-57	-3	0	0.4
CC1CCC(NC(=O)COC(=O)CCC(=O)c2ccc(Cl)s2)CC1 (configuration not stated)	/	-4	-23	-9	-1	-2	1	-0.1
O=C(O)c1ccc(/C=N\Nc2ccc(S(=O)(=O)N3CCOCC3)cc2[N+](=O)[O-])cc1	0.5	7	-3	-3	6	7	0	1.0
COc1ccc(S(=O)(=O)N2CCC3(CC2)CN(Cc2ccncc2)[C@@H](CO)c2[nH]c4cc(OC)ccc4c23)cc1	-0.3	/	-17	/	-5	-13	/	0.2
COc1ccc(S(=O)(=O)Nc2ccc(Nc3ccccc3)cc2)cc1	/	-13	-4	-15	-1	13	-12	0.0
O=C(Nc1ccccc1)c1ccccc1C(=O)N1CCCCC1	0.0	-9	-5	/	-11	-2	/	0.0

Sorted by molar mass (largest number first): some entries from above.
SMILES	E-sel inducer	FN deposit inh	RAD52 anneal inh	RAD54 branch	S100A4 inh HTS	EWS-Fli inh	esBAF inh	XiGFP reactiv
C[C@H]1CN([C@@H](C)CO)C(=O)Cc2cc(NC(=O)Nc3cccc4ccccc34)ccc2O[C@@H]1CN(C)Cc1ccc2c(c1)OCO2	/	/	27	11	1	2	1	-0.1
C[C@H](CO)N1C[C@H](C)[C@@H](CN(C)C(=O)c2ccc3c(c2)OCO3)Oc2cc(C#Cc3ccccc3F)ccc2S1(=O)=O	0.0	/	-3	-4	6	25	9	-0.9
COc1ccc(S(=O)(=O)N2CCC3(CC2)CN(Cc2ccncc2)[C@@H](CO)c2[nH]c4cc(OC)ccc4c23)cc1	-0.3	/	-17	/	-5	-13	/	0.2
CN1C(=O)c2cc(NC(=O)c3ccc(F)c(F)c3)ccc2OC[C@@H]2O[C@H](CC(=O)N3CCCCC3)CC[C@H]21	-0.2	-8	0	-2	-6	5	-6	0.0
CC=Cc1ccc2n(c1=O)C[C@@H]1[C@@H](CO)[C@H](C(=O)NCCc3ccccc3)N(CCC)[C@H]21 (mixture of isomers)	-0.3	/	-22	-15	-57	-3	0	0.4
C/C(=N/Nc1cc(-c2ccccc2)nc(-c2ccccc2)n1)c1ccc(O)cc1	/	-1	/	-2	/	/	6	0.0
Cn1c(=O)[nH]c(=O)c2c1nc(Br)n2C/C=N/Nc1ccccc1	6.4	-2	-9	-6	-2	24	-7	0.0
C/C(CC(=O)Nc1cccnc1)=N\NC(=O)c1ccc([N+](=O)[O-])c(Cl)c1	/	-6	-7	/	-4	8	/	0.0
CC1CCC(NC(=O)COC(=O)CCC(=O)c2ccc(Cl)s2)CC1 (configuration not stated)	/	-4	-23	-9	-1	-2	1	-0.1
CCOP(=O)(c1ccc(N(C)C)cc1)C(O)c1ccc(OC)cc1 (configuration not stated)	-0.3	2	-2	/	3	8	/	0.0
CCOC(=O)CCCCC(=O)c1[nH]c(=O)[nH]c1C[n+]1ccc(C)cc1	-0.7	-8	-1	-3	-1	1	-3	-0.1
O=C(COc1ccccc1)NCC(=O)N1CCCC(C(F)(F)F)C1 (configuration not stated)	-0.6	-1	0	-6	-6	-9	14	0.1
O=C(Nc1ccccc1)c1ccccc1C(=O)N1CCCCC1	0.0	-9	-5	/	-11	-2	/	0.0
COc1ccc(-c2nc3ncccn3c2Br)cc1	2.5	-6	-4	/	0	-81	/	-0.2
COc1cccc(NC(=O)c2cnc[nH]2)c1	0.0	11	4	-9	2	-40	6	0.0
Cc1c(Cl)cccc1NC(=S)NN	/	/	-1	/	0	0	/	-1.2

2 compounds from above, reduced to E-sel inducer, EWS-Fli inh and FN deposit inh:
Structure	E-sel inducer	EWS-Fli inh	FN deposit inh
CC1CCC(NC(=O)COC(=O)CCC(=O)c2ccc(Cl)s2)CC1 (configuration not stated)	/	-2	-4
O=C(O)c1ccc(/C=N\Nc2ccc(S(=O)(=O)N3CCOCC3)cc2[N+](=O)[O-])cc1	0.5	7	7

(list continues)
SMILES	E-sel inducer	FN deposit inh	RAD52 anneal inh	RAD54 branch	S100A4 inh HTS	EWS-Fli inh	esBAF inh	XiGFP reactiv
NC(=S)NN=C1CCCCCCCCCC1	-0.1	5	-11	-3	12	28	-7	0.2
COCCCN1C(=O)C(CC(=O)NC2CCCCC2)CC(C(=O)N(C)C)=C1C (configuration not stated)	/	-5	-15	-4	-2	6	-6	0.1
CCCN1[C@H](C(=O)N[C@@H](C)c2ccccc2)[C@@H](CO)[C@@H]2Cn3c(ccc(-c4ccc(F)cc4)c3=O)[C@@H]21	-0.2	/	-6	-4	2	16	2	-0.1
COc1ccc(N=C2SCC(c3ccccc3)=NN2C)cc1	/	-4	-2	/	-1	-36	39	0.0
N#CCCn1cc(C(=O)O)c(-c2cc3ccccc3o2)n1	/	6	-18	-4	7	-7	/	0.0
CCN1CCN(CCC(=O)Nc2ccc(C)cc2)CC1	0.4	-1	0	-1	0	9	-7	0.0
CCc1ccccc1NC(=O)NCc1cccnc1	0.1	/	-2	-4	-4	1	/	-0.1
CCC12OC(=N)C(C#N)(C1C)C(C#N)(C#N)C(c1ccccc1)O2 (configuration not stated)	/	-10	-258	-10	10	4	/	0.1
COc1ccc(/C(N)=N/OC(=O)Cc2cccs2)cc1OC	/	-8	-31	/	-4	1	/	-0.1
O=C(NCC#CCOCc1ccccc1)c1ccccc1	/	0	-68	-14	0	-3	-7	0.0
Cc1ccc(S(=O)(=O)N2CCC(=O)N([C@H](COCc3ccc(Cl)cc3)Cc3ccccc3)CC2)cc1	-3.7	8	-15	/	-7	15	/	0.1
CCCCCCn1c(=O)[nH]c2c(c1=O)CCC2	0.1	13	3	-6	-4	1	10	0.0
Cc1ccc(-c2nc3c(c(SCC(=O)N4CCCC4)n2)COC(C)(C)C3)cc1	0.7	5	-1	-1	6	2	-4	0.0
Cc1cc(-c2ccc(F)cc2)n2ncc(-c3ccccc3)c2n1	0.1	/	-23	2	-1	-53	-58	0.4
CC1CCN(c2ccccc2NC(=O)c2ccc(Br)o2)CC1	-0.3	1	-4	-6	1	4	-6	0.6
Cc1ccc(C(=O)NCc2ccc(N3CCN(C(=O)OC(C)(C)C)CC3)cc2)cc1	-2.2	-7	/	5	/	/	15	/
C=CC(C)(O)CCC=C(C)C (configuration not stated)	/	/	-1	-4	-3	3	3	/
Cc1c(C)n(Cc2ccc(Cl)cc2)c2ccc(C(=O)NCCCN3CCOCC3)cc12	/	-9	-13	20	1	/	3	0.1
CCCC#Cc1ccc([C@@H]2[C@@H](CO)N3CCCCN(S(C)(=O)=O)C[C@H]23)cc1	0.4	/	-14	-11	-2	-11	-4	0.2
CCc1nc(N2[C@@H](C#N)[C@@H](c3ccccc3-c3ccccc3C)[C@@H]2CO)sc1C	-0.1	-7	-2	/	5	10	/	0.0
C[C@H](CO)N1C[C@H](C)[C@H](CN(C)Cc2cncnc2)Oc2ncc(-c3ccc(F)cc3)cc2C1=O	0.7	-2	23	-5	5	-15	-1	-1.2
COC(=O)[C@@]12C[C@@H](CC(=O)NCC34CC5CC(CC(C5)C3)C4)C(=O)N(Cc3cccc4ccccc34)C1=CCC(C)(C)C2	-0.3	-1	-18	/	2	5	/	0.1
O=C(CCCl)N1c2ccccc2C=Cc2ccccc21	/	-5	10	-2	-4	10	0	0.1
O=C1NC(=S)N/C1=C/c1ccc2ccccc2c1	/	8	-14	10	-5	-24	19	0.0
CC(Sc1nc2ccc(C(=O)c3ccccc3)cc2[nH]1)C(=O)O (configuration not stated)	-0.1	1	-1	-6	-3	-60	-5	0.0

Outcome played no part in choosing rows (roughly 3% active in at least one column).
